mHTT CaM bind: disrupts binding of mutant huntingtin to calmodulin; AID 1671202; AlphaScreen His-mHTT/GST-CaM binding, luminescence; inhibition, % at 15 µM; hit rate 3.6% among 190,000;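 note: 0% = both proteins with DMSO and 100% = one protein alone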
Target sequence (P42858 whole entry, looked up, stated change not applied): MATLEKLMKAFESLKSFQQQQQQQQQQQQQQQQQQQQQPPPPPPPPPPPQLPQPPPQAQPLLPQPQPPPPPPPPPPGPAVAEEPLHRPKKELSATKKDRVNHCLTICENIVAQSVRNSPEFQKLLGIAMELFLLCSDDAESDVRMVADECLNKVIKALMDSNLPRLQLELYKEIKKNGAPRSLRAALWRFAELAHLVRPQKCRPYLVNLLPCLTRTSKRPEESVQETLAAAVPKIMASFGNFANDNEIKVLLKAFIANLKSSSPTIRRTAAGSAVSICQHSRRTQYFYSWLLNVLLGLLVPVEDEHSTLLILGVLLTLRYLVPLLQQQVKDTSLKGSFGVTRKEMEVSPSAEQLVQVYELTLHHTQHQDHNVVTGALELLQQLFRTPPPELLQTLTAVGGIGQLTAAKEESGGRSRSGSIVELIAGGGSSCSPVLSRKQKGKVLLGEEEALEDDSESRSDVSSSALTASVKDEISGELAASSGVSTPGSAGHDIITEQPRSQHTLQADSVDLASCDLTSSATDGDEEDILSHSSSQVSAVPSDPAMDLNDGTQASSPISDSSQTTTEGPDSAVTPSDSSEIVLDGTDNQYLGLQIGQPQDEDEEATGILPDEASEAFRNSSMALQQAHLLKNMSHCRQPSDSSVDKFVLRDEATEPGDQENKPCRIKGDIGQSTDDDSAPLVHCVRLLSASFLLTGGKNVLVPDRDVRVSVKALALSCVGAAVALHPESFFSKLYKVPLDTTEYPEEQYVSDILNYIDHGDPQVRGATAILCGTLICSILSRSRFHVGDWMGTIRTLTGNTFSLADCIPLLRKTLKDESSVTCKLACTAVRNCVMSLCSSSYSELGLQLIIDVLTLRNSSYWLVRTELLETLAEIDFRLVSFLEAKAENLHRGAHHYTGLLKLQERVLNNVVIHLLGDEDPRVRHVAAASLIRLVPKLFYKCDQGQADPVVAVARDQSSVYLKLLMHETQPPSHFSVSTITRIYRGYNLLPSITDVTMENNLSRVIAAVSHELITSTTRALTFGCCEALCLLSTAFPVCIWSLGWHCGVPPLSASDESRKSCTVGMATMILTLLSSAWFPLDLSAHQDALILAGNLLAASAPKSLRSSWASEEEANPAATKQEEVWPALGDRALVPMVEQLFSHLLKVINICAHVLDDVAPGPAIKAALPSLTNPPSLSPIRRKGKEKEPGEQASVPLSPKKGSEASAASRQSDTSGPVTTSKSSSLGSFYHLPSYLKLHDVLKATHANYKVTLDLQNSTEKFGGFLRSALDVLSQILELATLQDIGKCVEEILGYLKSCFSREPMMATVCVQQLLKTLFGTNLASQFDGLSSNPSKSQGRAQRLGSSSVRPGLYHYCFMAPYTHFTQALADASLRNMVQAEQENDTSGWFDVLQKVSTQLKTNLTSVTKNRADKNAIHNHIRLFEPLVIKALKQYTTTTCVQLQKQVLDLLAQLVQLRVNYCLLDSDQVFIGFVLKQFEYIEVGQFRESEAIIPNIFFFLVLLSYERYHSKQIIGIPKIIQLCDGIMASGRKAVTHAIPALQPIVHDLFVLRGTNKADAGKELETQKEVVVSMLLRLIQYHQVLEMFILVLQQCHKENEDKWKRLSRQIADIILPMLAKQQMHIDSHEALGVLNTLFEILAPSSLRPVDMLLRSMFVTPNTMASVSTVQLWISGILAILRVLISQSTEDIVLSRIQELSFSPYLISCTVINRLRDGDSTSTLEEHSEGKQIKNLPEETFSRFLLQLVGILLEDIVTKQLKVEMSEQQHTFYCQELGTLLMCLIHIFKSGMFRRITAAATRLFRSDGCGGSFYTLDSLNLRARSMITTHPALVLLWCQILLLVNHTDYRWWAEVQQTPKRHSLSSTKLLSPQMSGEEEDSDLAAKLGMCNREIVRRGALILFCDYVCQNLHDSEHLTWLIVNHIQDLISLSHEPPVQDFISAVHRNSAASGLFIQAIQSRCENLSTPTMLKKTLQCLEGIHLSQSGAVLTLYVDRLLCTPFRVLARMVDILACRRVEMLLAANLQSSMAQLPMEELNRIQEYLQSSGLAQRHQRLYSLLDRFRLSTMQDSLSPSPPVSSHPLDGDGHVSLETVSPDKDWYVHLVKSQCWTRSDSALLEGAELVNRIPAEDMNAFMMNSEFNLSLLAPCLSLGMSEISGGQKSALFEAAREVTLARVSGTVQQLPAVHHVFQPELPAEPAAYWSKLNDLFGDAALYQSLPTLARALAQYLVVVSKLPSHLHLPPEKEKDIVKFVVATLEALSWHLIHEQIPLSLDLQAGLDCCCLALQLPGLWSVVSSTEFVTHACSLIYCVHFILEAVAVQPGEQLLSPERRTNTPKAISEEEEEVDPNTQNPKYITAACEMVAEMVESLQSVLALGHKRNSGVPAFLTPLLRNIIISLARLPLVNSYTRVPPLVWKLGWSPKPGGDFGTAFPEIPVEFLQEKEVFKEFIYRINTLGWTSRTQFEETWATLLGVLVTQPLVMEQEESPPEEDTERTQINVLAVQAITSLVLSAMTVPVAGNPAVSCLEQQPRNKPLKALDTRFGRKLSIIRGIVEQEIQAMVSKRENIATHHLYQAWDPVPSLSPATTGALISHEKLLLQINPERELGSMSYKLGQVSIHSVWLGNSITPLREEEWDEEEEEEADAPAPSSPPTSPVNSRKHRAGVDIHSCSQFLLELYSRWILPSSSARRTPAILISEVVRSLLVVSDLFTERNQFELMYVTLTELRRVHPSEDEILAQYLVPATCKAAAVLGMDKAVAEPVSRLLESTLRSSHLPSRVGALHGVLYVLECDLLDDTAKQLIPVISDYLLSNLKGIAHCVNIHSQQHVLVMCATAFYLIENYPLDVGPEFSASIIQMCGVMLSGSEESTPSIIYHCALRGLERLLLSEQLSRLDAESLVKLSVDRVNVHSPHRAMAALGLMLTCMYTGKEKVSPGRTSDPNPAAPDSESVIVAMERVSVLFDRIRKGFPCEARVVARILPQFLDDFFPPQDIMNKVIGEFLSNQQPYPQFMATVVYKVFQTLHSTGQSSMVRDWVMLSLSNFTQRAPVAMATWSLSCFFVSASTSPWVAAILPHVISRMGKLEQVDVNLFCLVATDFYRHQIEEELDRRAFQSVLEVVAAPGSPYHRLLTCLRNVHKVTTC
Pf apPOL block: Pf-apPOL DNA polymerase inhibition; hit rate 0.25% among 210,000; inhibition, % at 10 µM; AID 1794808; Recombinant Pf-apPOL, molecular beacon fluorescence, 1.5 h
The depositor's hits bear a star; . = not tested or not shown; & = joins results of further samples. Cut-off read from the data, not from the text of the source: active = inhibition above about 50%; inactive = the rest. An excerpt; the hit share may differ from the screen's.

molecule | mHTT CaM bind | Pf apPOL block
COc1ccc(NC(=O)Nc2nnc(COc3ccc([N+](=O)[O-])cc3)s2)cc1 | 9.3 | 5.9
O=C(Nc1nnc2n1CCS2)c1c(F)cccc1F | 16.3 | 2.0
CCOc1ccccc1N(C)C(=O)c1cc(S(=O)(=O)NCc2ccccc2Cl)ccc1F | 3.0 | 20.3
CCn1cnc2c1CN(S(=O)(=O)c1ccc(C#N)cc1)CC2 | 2.1 | 5.1
CC(=O)N1CCN(c2ccccc2F)CC1 | 0.0 | -13.8
O=C(NCC1CCCCC1)c1ccc2ncnc(N3CCCC3)c2c1 | -2.2 | 4.8
CC1CCN(c2ccc(C(=O)O)cc2[N+](=O)[O-])CC1 | 5.0 | -0.5
Cc1ccc(NC(=O)N2CCC(n3cnc4ccc(Cl)cc4c3=O)CC2)cc1 | -4.2 | -3.2
COc1cnn(-c2ccccc2)c(=O)c1N(C)C | 0.5 | 1.6
CC(=Nc1ccc(C)c(C)c1)C1=C(O)CC(C)(C)CC1=O | -5.4 | 1.0
CCOc1ccc(CN2CCC(C(=O)N3CCCCC3)CC2)cc1 | 2.6 | -4.9
NS(=O)(=O)c1ccc(CNC(=O)c2ccc(Cl)cc2[N+](=O)[O-])cc1 | -3.0 | -0.5
Cc1nc(-c2ccc(C(F)(F)F)cc2)sc1CO | . | -8.0
Cc1ccc(NC(=O)c2cc(S(=O)(=O)N3CCc4ccccc43)ccc2F)cc1F | -13.0 | 3.7
COc1cc(CNC2CCCCCC2)c([N+](=O)[O-])cc1OC | 0.3 | -0.3
COc1ccc2c(=O)c(-c3ccccc3Cl)c(C)oc2c1 | -1.9 | 11.4
CCN(CC)CCNC(=O)C1CCCN(c2ncc(-c3ccccc3)cn2)C1 (stereo not given) | -11.1 | -2.7
Cc1onc(-c2ccccc2)c1CNC(=O)NC1CCN(C(=O)OCc2ccccc2)CC1 | . | -4.1
O=C1c2cccc([N+](=O)[O-])c2C(=O)N1c1ccc(-c2nc3ccccc3c(=O)o2)cc1 | 1.0 | 3.5
Cc1c(Cl)c([N+](=O)[O-])nn1CC(=O)NCCCN1CCOCC1 | -4.0 | -5.4
CCN1c2cc(F)ccc2C(=O)NC12CCN(C(=O)c1cccc(F)c1)CC2 | -8.3 | 0.2
CCc1nnc(NC(=O)c2nnn(-c3cccc(C(F)(F)F)c3)c2C)s1 | -0.1 | 1.5
c1ccc(C2CN3CCSC3=N2)cc1 (stereo not given) | . | -8.6
Cc1ccccc1OCC(O)Cn1c(SCC(O)CO)nc2c1c(=O)[nH]c(=O)n2C (stereo not given) | -4.0 | -5.0
Cn1cccc1CN(C1CC1)S(=O)(=O)c1ccccc1 | 5.8 | -4.3
Cc1[nH]c2ccccc2c1CCNC(=O)Cn1cnc([N+](=O)[O-])n1 | 7.0&8.3 | 1.9&-4.0
CCCCS(=O)(=O)N1CCN(C)C(c2ccc(C)cc2)C1 (stereo not given) | -3.1 | -6.1
O=C(COc1ccc(SC(F)(F)F)cc1)NNC(=S)Nc1ccc(F)cc1 | . | -255.9
Cc1ccc(-n2nnc(C(=O)O)c2C(F)(F)F)cc1C | 4.1 | 2.8
COc1ccccc1NC(=O)Nc1nnc(-c2ccc(C)c(C)c2)s1 | 6.1 | 2.1
COc1ccc(C2Nc3ccccc3C(=O)N2c2ccc(C)cc2)cc1 (stereo not given) | 3.0 | 0.6
CCC(Cc1ccccc1)NC(=O)C1=C(C)C(=O)OC12CCC(C)CC2 (stereo not given) | 1.9 | 3.0
O=C(Nc1nccs1)C1CCN(C(=O)C2(c3cccs3)CCCC2)CC1 | -4.2 | -5.1
CCCc1nc2sc3c(c2c(=O)n1N)CCC3 | 1.2 | -3.1
COc1ccc(Oc2coc3cc(OCc4ccc([N+](=O)[O-])cc4)ccc3c2=O)cc1 | 2.2 | -10.1
CN(C(=O)Nc1cnc2ccccc2c1)c1ccccc1 | -5.6 | -1.1

Shown with two lines to a compound: three of the compounds above
Sequence of screens – mHTT CaM bind	Pf apPOL block
> O=C(COc1ccc(SC(F)(F)F)cc1)NNC(=S)Nc1ccc(F)cc1
 : .	-255.9
> Cc1ccc(-n2nnc(C(=O)O)c2C(F)(F)F)cc1C
 : 4.1	2.8
> COc1ccccc1NC(=O)Nc1nnc(-c2ccc(C)c(C)c2)s1
 : 6.1	2.1

Continuation.
molecule | mHTT CaM bind | Pf apPOL block
Cc1nc(C(=O)O)cc2c1[nH]c1ccccc12 | 5.8 | 1.9
Cc1nn(Cc2ccccc2)c2c1C(c1ccncc1)C(C#N)=C(N)O2 (stereo not given) | 13.7 | -0.5
COc1ccc(CC(=O)Nc2c[nH]c(=O)[nH]c2=O)cc1 | -3.1 | -15.0
CCOc1ccc(C2=Nn3c(nnc3-c3ccccc3Br)SC2)cc1 | 15.0 | -3.3
CN(C)S(=O)(=O)Oc1cccc2cccnc12 | 0.0 | -12.9
COc1cc2c(cc1OC)C(c1cc3c(cc1[N+](=O)[O-])OCO3)N(C(C)=O)CC2 (stereo not given) | 0.8 | -1.6
COc1cc(CN2CCc3nc(Nc4ccc(F)cc4)ncc3C2)cc(OC)c1OC | -4.4 | 1.6
CN1OCC(S(=O)(=O)N2CCCCC2)C1c1ccccc1F (stereo not given) | -5.5 | -1.5
COc1ccc2cc(C(N)=O)c(=Nc3ccccc3)oc2c1 | 21.0 | -2.0
COc1ccc(C=C2C(=O)OC(C)(C(C)(C)C)OC2=O)c(OC)c1 (stereo not given) | 5.0 | -2.4
Cc1ccc(C(=O)N2CCCC(c3nc(CNC(=O)C(C)C)cs3)C2)cc1F (stereo not given) | -0.1 | -0.9
CC(=O)n1c2c(c3ccccc31)CCCC2=O | -10.5 | -1.5
CC1CCCCN1C(=O)c1cc(-c2ccccc2)nc2ccccc12 (stereo not given) | 4.9 | -8.4
CCC(Oc1ccccc1)C(=O)Nc1ncccc1C (stereo not given) | -5.6 | -0.9
CCOc1ccc(NC(=O)c2ccnc(N3CCC(C(=O)Nc4ccccc4)CC3)c2)cc1 | -2.5 | -3.8
CC(=O)NC(=O)c1cc2cc(Br)ccc2oc1=Nc1ccc(C)cc1 | 3.0 | 2.3
CC1(C)CC(=O)C2=C(C1)N(c1cccc([N+](=O)[O-])c1)C(N)=C(C#N)C2c1ccsc1 (stereo not given) | 21.0 | -0.7
CC1CCCN(Cc2c(O)ccc3c2OC(=Cc2cccs2)C3=O)C1 (stereo not given) | 15.2 | -8.1
COc1ccc(C)cc1NS(=O)(=O)c1cc(Br)cc2c1N(C(C)=O)C(C)C2 (stereo not given) | 33.0 | -1.1
C=CCn1cnc2c1c(=O)n(C(C)C)c(=O)n2-c1cccc(C)c1 | -3.1 | -5.2
O=C(O)C1C2C=CC(C3CC23)C1C(=O)O (stereo not given) | 1.7 | -5.1
C=C(C)CSc1nc(C)c(CC(=O)O)c(=O)[nH]1 | 0.1 | -7.7
O=C(CN1CCC2(CC1)N=C(c1ccccc1)C(=O)N2)NCc1ccccc1Cl | 29.0 | -6.2
COc1ccc(C(CC(=O)c2ccccc2)Sc2ccccc2C)cc1 (stereo not given) | . | -3.9
CCCc1noc(-c2cccnc2N2CCCN(C(=O)c3ccc(Cl)cc3)CC2)n1 | -7.4 | -1.7
Cc1ccc(N2CC(NC(=O)c3c(F)cccc3F)CC2=O)cc1C (stereo not given) | -19.4 | -10.6
CCCCC(=O)N1CCC(c2ccn3ncc(C(=O)N4CCOCC4)c3c2)CC1 | 1.8 | 2.7
CC(C)c1cc(C2CCCN2C(=O)Nc2ccccc2Br)no1 (stereo not given) | -12.6 | 0.8
CC(C)c1cc(C2CCCN2Cc2cc(Cl)ccc2O)on1 (stereo not given) | -30.4 | 4.1
O=C(c1ccc(F)c(Cl)c1)N1CCC(n2c(-c3ccco3)nc3cccnc32)C1 (stereo not given) | 97.8* | -3.4
Cc1ccccc1NC=C(C#N)C(=O)c1cc(C(C)(C)C)oc1C | . | -4.1
O=C(NC1CC2CC1N(C(=O)NCc1cccc(F)c1)C2)c1cccs1 (stereo not given) | 0.3 | -1.8
COc1ccc(C2Cn3nnc(C(=O)N4CCC(C(=O)NCC(C)C)CC4)c3CO2)cc1 (stereo not given) | 1.0 | 0.6
COCC1CCCN(C(=O)CCC2CCCCC2)C1 (stereo not given) | -2.5 | -12.9
COc1ccc(-n2nc3c(c2NC(=O)c2c(F)cccc2Cl)CS(=O)(=O)C3)cc1 | -5.0 | -6.2
Cc1ccc(OCc2nc(-c3ccc([N+](=O)[O-])cc3)no2)c(Br)c1 | 4.3 | -4.6
O=C(CCc1conc1-c1ccc(F)cc1)NCc1ccc(F)cc1 | -5.0 | -4.1
Cc1cccc2nnc(N3CCCC(C(=O)NCc4cccnc4)C3)n12 (stereo not given) | 3.5 | -2.5
O=C(COc1ccc2c(c1)C(=O)CC1(CCCCC1)O2)NCc1ccccn1 | 17.0 | 0.9
CCOC(=O)c1cnn(-c2ncnc3sc4c(c23)CCCC4)c1N | . | 2.9
Cc1c(C)n(CC(O)CN2CCN(CCO)CC2)c2c(Cl)cccc12 (stereo not given) | -1.0 | -0.3
Cc1ccc(-c2n[nH]c3c2CN(S(C)(=O)=O)CC3)cc1 | 4.6 | 8.5
Cc1ccc(CN2CCN(C(=O)C3CCc4nc(N5CCOCC5)ncc4C3)CC2)cc1C (stereo not given) | 4.7 | -0.5
CC1(C(=O)NCc2ccccc2)CCCN(C(=O)NCc2ccc(F)cc2)C1 (stereo not given) | -3.9 | 4.0
COc1ccc(OC)c(CN2C(=O)CCC2(C)C(=O)NCCc2ccc(OC)c(OC)c2)c1 (stereo not given) | 7.0 | -1.0
CCOc1ccc(/C=C2\N=C(c3cc([N+](=O)[O-])cc([N+](=O)[O-])c3)OC2=O)cc1 | 56.0* | 0.1
CCOC(=O)N1CCN(C(=O)c2cn(CC(O)c3ccccc3)nn2)CC1 (stereo not given) | -13.6 | -0.5
Clc1ccc(OCc2noc(C=Cc3ccccc3)n2)c(Cl)c1 | . | -2.3
COc1ccc(CNC(=O)N(Cc2ccsc2)CC(F)(F)F)cc1OC | -6.9 | -3.9
COc1ccc(C=C2Oc3c(ccc4c3CN(Cc3ccncc3)CO4)C2=O)c(OC)c1OC | 0.2 | -19.2
CCOc1ccc(C(=O)Nc2cccc(C)c2C)cc1[N+](=O)[O-] | -4.7 | -0.4
O=C1OC(c2cccc(I)c2)=N/C1=C\c1ccc(Br)o1 | 4.0 | -0.3
CCCNc1cc(N2CCCC(CCC(=O)NCCc3ccccn3)C2)ncn1 (stereo not given) | 6.5 | -5.3
CC(C)n1cc2cc(C(=O)N3CCN(Cc4cccc(F)c4)CC3)sc2c1 | 70.9* | 2.8
CN(CCNC(=O)c1cccnc1N1CCNC(c2ccccc2)C1)C1CCCCC1 (stereo not given) | -0.1 | 0.8
CCNC(=O)c1cc2c(=O)n3ccccc3nc2n(C2CCCC2)c1=N | 0.0 | -2.4
COCCC1CCN(C(=O)CN(C)C(=O)Cc2c(C)noc2C)CC1 | -9.7 | -6.5
O=C1OC(c2cncc(Br)c2)=N/C1=C/c1cccc([N+](=O)[O-])c1 | -6.0 | -4.1
Cc1ccc2c(c1)C(C)(c1ccccc1)CC(C)(C)N2C(=O)CSc1nncn1C (stereo not given) | 15.0 | -5.4
Cc1ccc(-c2ccc(SCC(N)=O)nn2)cc1 | -16.8 | -8.6

Other entries follow.
molecule | mHTT CaM bind | Pf apPOL block
CC(C)CN1CCN(C(=O)c2cc3cn(C(C)C)cc3s2)CC1 | 15.1 | -7.8
COc1cccc(C2C(C(=O)Nc3cccc(F)c3)=C(C)NC3=C2C(=O)CCC3)c1OC (stereo not given) | 26.0 | -2.5
O=c1c2c(nc3cc[nH]n13)CN(S(=O)(=O)c1cc(F)cc(F)c1)CC2 | 7.1 | 1.5
COCCCNC1=NCCNC12CCN(S(=O)(=O)c1ccc(F)cc1)CC2 | -8.6 | -2.7
COC(=O)CSCC(=O)Nc1ccccc1C(F)(F)F | -14.8 | -0.7
O=C1Cc2ccccc2N1c1ccccc1 | 3.4 | -8.8
CCOC(=O)C1=C(C)NC(C)=C(C(=O)OC)C1c1cccc(Cl)c1Cl (stereo not given) | . | 5.3
COc1ccc(/C=C2\C(=O)Nc3ccc(F)cc32)cc1 | 25.0 | 0.5
Cc1ccc(C(=O)NC(NCC2CCCO2)C(Cl)(Cl)Cl)cc1 (stereo not given) | -3.0 | 7.7
COc1ccccc1CNC(=O)C1CCN(S(=O)(=O)N2CCOCC2)CC1 | -6.0 | -6.9
CN(C)c1cc(N2CCCC(NC(=O)c3cccs3)C2)ncn1 (stereo not given) | 0.8 | -3.1
CSc1ccc(C(=O)O)s1 | 1.7 | 88.2*
O=C(O)c1snnc1-c1ccccc1 | . | -3.3
Cn1c(=O)c2cc(C(=O)NCC3CCCCC3)nn2c2ccccc21 | -8.0 | -3.6
O=C(Nc1ccc2oc(-c3cccnc3)nc2c1)c1ccc(F)cc1 | 2.0&-1.5 | 7.9&-0.5
COc1cccc(C(=O)N2CCCC(c3n[nH]c(C)n3)C2)c1 (stereo not given) | -9.1 | -4.9
O=C1OC(c2ccc(Br)o2)=N/C1=C/c1ccccc1Cl | -5.0 | -2.4
O=C(Cc1ccccc1)N1CCC(c2ccccc2)C1 (stereo not given) | -11.0 | -2.4
Cc1cc(N2CCCC2)nc(-c2ccccc2O)n1 | -7.0 | 0.7

2 entries from above, with two lines to a compound.
Below each compound: mHTT CaM bind, Pf apPOL block
c1ccc(C2CN3CCSC3=N2)cc1 (stereo not given)
 : ., -8.6
Cc1ccccc1OCC(O)Cn1c(SCC(O)CO)nc2c1c(=O)[nH]c(=O)n2C (stereo not given)
 : -4.0, -5.0

In the list so far, these contain two or more sulfur atoms.
molecule | mHTT CaM bind | Pf apPOL block
O=C(COc1ccc(SC(F)(F)F)cc1)NNC(=S)Nc1ccc(F)cc1 | . | -255.9
O=C(Nc1nccs1)C1CCN(C(=O)C2(c3cccs3)CCCC2)CC1 | -4.2 | -5.1
CSc1ccc(C(=O)O)s1 | 1.7 | 88.2*

Assay outcomes (PubChem)
